MmCpn inh – blocks the Methanococcus maripaludis chaperonin Mm-Cpn | purified Mm-Cpn ATPase, ADP Transcreener TR-FRET | Potency, µM (highest dose often 76.9 µM), for inactives: at the highest dose activity, negative = inhibition, most hits filed as inhibitors | 330,000 tested, 0.031% active | AID 504842; also: potency is read from the fitted curve at half-maximal effect; % is scaled to controls: 0 for no effect and ±100 for the full control effect; nearly all actives have a fitted effect of over 80% in size
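Purified archaeal Mm-CPN (25nM final) preincubated 10 min at 37degC with compound, then 10uM ATP for 30 min at 37degC; ADP measured by HTRF Transcreener TR-FRET; buffer 30 mM TRIS pH 7.4, 100mM KCl, 5mM MgCl2, 1mM DTT.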
Akt phos inh – inhibitors of Akt phosphorylation | Neuro2A IGF-stimulated pAkt S473 HTRF, 20 min; stronger effect = lower value | activity change, % for hits at 50 µM | 360,000 tested, 0.32% active; in the data active = activity change below about -80%; inconclusive = mostly about -51% to -80%; also: % is scaled to controls: 0 for no effect and ±100 for the full control effect
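Neuro2A cells (4,500/well, DMEM with 0.5% FBS) were treated with compound at a single 50 µM final concentration, stimulated with 6 nM IGF for 20 min at 37 °C, and lysed. Phospho-Akt Ser473 was read by HTRF as 665/615 ratio ×10^4.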
TGFb inhibitor – TGF-b pathway inhibition; HepG2 CAGA-GFP TGF-b/SMAD3 reporter, GFP fluorescence, 18 h; TGF-beta stimulated, 500 pg/mL final; Potency, µM (top dose mostly 46.1 µM), for inactives: at the top dose activity, negative = inhibition, actives largely listed as inhibitors; 410,000 tested, 1.2% active; also: potency is read from the fitted curve at half-maximal effect; % is scaled to controls: 0 for no effect and ±100 for the full control effect; nearly all actives have a fitted effect of over 65% in size
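Using HEPG2 CAGA-GFP reporter cells at 1000 cells/well, we pinned test compounds, stimulated with recombinant TGF-beta (500 pg/mL final) and measured total well GFP after 18 h.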
Nrf2 inh – blocks Nrf2 signaling; Potency, µM (titrated, usually from 46 µM), for the others: at the top dose activity change, negative = inhibition, most hits filed as inhibitors; A549 ARE-Fluc reporter, luciferase luminescence, 18-24 h; 360,000 tested, 2.1% active; also: potency is read from the fitted curve at half-maximal effect; % is scaled to controls: 0 for no effect and ±100 for the full control effect; nearly all actives have a fitted effect of over 60% in size
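A549 ARE_Fluc cells (5000/well, 5% FBS OPTI-MEM) pre-incubated 2 h, then treated with compounds 18-24 h at 37C/5% CO2 in concentration-response. CellTiter-Fluor viability read first; BugLite luciferase luminescence after 15 min at room temperature gives Nrf2 activity.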
CCT chaperon mod – changes cytosolic chaperonin activity; AID 651819; purified chaperonin ATPase assay, HTRF ADP detection, 30 min; 360,000 tested, 0.3% active; activity change, % (no concentration beside the values), hits read low; in the data active = activity change below about -30%; also: % is scaled to controls: 0 for no effect and ±100 for the full control effect
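TRiC at 40 or 20 nM final (batch-dependent) in 30 mM Tris pH 7.4, 100 mM KCl, 5 mM MgCl2, 1 mM DTT, with compound at single 76 uM and 10 uM ATP, 30 min at 37 deg C. ADP detected by HTRF Transcreener, 665/615 ratio.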
Abeta yeast res – restores growth of yeast expressing A-beta42 peptide; 410,000 tested, 0.063% active; Potency, µM (doses to about 46.1 µM), for the others: at the top dose growth rescue, actives largely listed as activators; yeast expressing A-beta42, growth rescue, OD600, 48 h; response scale: 0% DMSO, 100% iron-clioquinol control; also: potency is read from the fitted curve at half-maximal effect; nearly all actives have a fitted effect of over 55% in size
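Yeast growth medium received pinned compounds, then yeast cells expressing toxic A-beta were added; plates incubated at 30 C for 48 hr. Growth read as absorbance at 600 nm, normalized to DMSO and equimolar FeCl3 plus clioquinol controls.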
Nrf2 activator – activators of Nrf2 (ARE) signaling | Potency, µM (titrated, usually from 46.1 µM), for the others: at the highest dose activation, most hits filed as activators | 410,000 tested, 0.31% active | AREc32 ARE-luciferase reporter (MCF7-derived line), luminescence, 24 h; also: potency is read from the fitted curve at half-maximal effect; % of control where 0% means no effect; nearly all actives have a fitted effect of over 65% in size
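Luminescent ARE reporter assay in AREc32_Fluc cells: overnight plating at 37 deg C, 24 hr compound incubation, Steady-Glo added, 30 min RT before reading.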
A549 tox – counter-screen for Nrf2 inhibitors: cytotoxicity in A549 cells; 390,000 tested, 0.16% active; A549 ARE-Fluc cells, CellTiter-Fluor viability, 18-24 h; AID 504648; Potency, µM (top dose mostly 46 µM), without a hit: at the top dose activity change, negative = cytotoxicity, hits mostly inhibitors; also: potency is read from the fitted curve at half-maximal effect; % is scaled to controls: 0 for no effect and ±100 for the full control effect
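A549 ARE-Fluc cells in 5% FBS OPTI-MEM, 5000 cells/well, rested 2 h then exposed to compounds in concentration-response for 18-24 h at 37 °C. Viability by CellTiter-Fluor fluorescence (Ex 405/Em 525) after 30 min; luciferase luminescence (BugLite, 15 min, RT) read afterwards.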
HepG2 tox – HepG2 cytotoxicity, counter-screen for TGF-b inhibitors; AID 588856; Potency, µM (series often up to 46.1 µM), for the others: top-dose activity change, negative = cytotoxicity, hits mostly cytotoxic; HepG2 CAGA-GFP viability, ATP luminescence, 18 h; 410,000 tested, 0.76% active; also: potency is read from the fitted curve at half-maximal effect; some results filed as inactive show a strong effect at the top dose
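CellTiter-Glo luminescence gave cytotoxicity after 18 hours at 37 degrees C. The cells were HepG2 CAGA-GFP in 1% FBS DMEM, stimulated with 500 pg/mL TGF-beta after compound addition. %Activity was normalised to no-cell wells (complete cell-killing) and DMSO (no toxicity), and curves were fitted and classified.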
* hit, by the source's call; i = inactive; ? = inconclusive; . = no result given; [ ] = dose if it differs, or a comment. Unless noted, calls follow the shape of the dose curve; as a rule, active = well fitted curve in the direction sought with a large enough effect; inconclusive = small, poorly fitted or top-dose-only effect, or another doubt; inactive = no such curve, though single readings can be large; an effect the other way counts as inactive or inconclusive. Rows were taken by chance; about 4.3% have a hit in one of these screens.

Structure	TGFb inhibitor	Abeta yeast res	CCT chaperon mod	HepG2 tox	MmCpn inh	Nrf2 activator	Akt phos inh	A549 tox	Nrf2 inh
N#Cc1ccc(CN2CCN(CC(=O)Nc3ccccc3C(=O)NC3CC3)CC2)cc1	0%	6%	1.5	-4%	2%	-0.6%	i	1%	15%
COc1ccccc1CNc1nc(Nc2ccccc2-n2cccn2)c2sccc2n1	?	-3%	0.2	-33%	.	0.3%	i	.	.
CCOc1ccc(C(c2c(C)[nH][nH]c2=O)c2c(C)[nH][nH]c2=O)cc1OC	-2%	-29%	-1.1	-45%	1%	3.9%	i	3%	-10%
CC1CCCCC1NC(=O)Cn1cc([N+](=O)[O-])ccc1=O (stereo unspecified)	10%	7%	0.2	15%	1%	-1.0%	i	-3%	1%
CCOC(=O)C1CCN(C(=O)NS(=O)(=O)c2ccc(C)cc2)CC1	6%	9%	0.0	16%	0%	0.2%	i	2%	20%
CN(CC(=O)Nc1ccccc1C(F)(F)F)C(=O)c1cc2c(s1)CCCCC2	-12%	3%	-2.2	-7%	3%	-0.3%	i	-7%	-10%
O=C1C2CCCN2C(c2ccc(Cl)cc2)N1c1nccs1 (stereo unspecified)	-7%	-1%	-0.4	-19%	0%	0.0%	i	2%	27%
O=C(NCc1ccc(F)cc1)C1CCN(C(=O)c2ccc(-n3ccc4ccccc43)s2)CC1	?	6%	.	-44%	.	5.1%	.	?	?
CN(C)S(=O)(=O)c1ccc(N2CCCC2)c(C(=O)N2CCN(c3ccc([N+](=O)[O-])cc3)CC2)c1	-17%	4%	0.4	-16%	-1%	0.0%	i	-26%	-29%
Cc1cccc2c1c(N=NC(N)=S)c(O)n2C1OC(CO)C(O)C(O)C1O (stereo unspecified)	-1%	7%	2.0	5%	-4%	0.5%	i	-2%	-8%

Reformatted with each value named: entries from further up
O=C1C2CCCN2C(c2ccc(Cl)cc2)N1c1nccs1 (stereo unspecified)
  TGFb inhibitor: -7%
  Abeta yeast res: -1%
  CCT chaperon mod: -0.4
  HepG2 tox: -19%
  MmCpn inh: 0%
  Nrf2 activator: 0.0%
  Akt phos inh: i
  A549 tox: 2%
  Nrf2 inh: 27%
O=C(NCc1ccc(F)cc1)C1CCN(C(=O)c2ccc(-n3ccc4ccccc43)s2)CC1
  TGFb inhibitor: ?
  Abeta yeast res: 6%
  CCT chaperon mod: .
  HepG2 tox: -44%
  MmCpn inh: .
  Nrf2 activator: 5.1%
  Akt phos inh: .
  A549 tox: ?
  Nrf2 inh: ?
CN(C)S(=O)(=O)c1ccc(N2CCCC2)c(C(=O)N2CCN(c3ccc([N+](=O)[O-])cc3)CC2)c1
  TGFb inhibitor: -17%
  Abeta yeast res: 4%
  CCT chaperon mod: 0.4
  HepG2 tox: -16%
  MmCpn inh: -1%
  Nrf2 activator: 0.0%
  Akt phos inh: i
  A549 tox: -26%
  Nrf2 inh: -29%
Cc1cccc2c1c(N=NC(N)=S)c(O)n2C1OC(CO)C(O)C(O)C1O (stereo unspecified)
  TGFb inhibitor: -1%
  Abeta yeast res: 7%
  CCT chaperon mod: 2.0
  HepG2 tox: 5%
  MmCpn inh: -4%
  Nrf2 activator: 0.5%
  Akt phos inh: i
  A549 tox: -2%
  Nrf2 inh: -8%

(cont.)
Structure	TGFb inhibitor	Abeta yeast res	CCT chaperon mod	HepG2 tox	MmCpn inh	Nrf2 activator	Akt phos inh	A549 tox	Nrf2 inh
CSc1ccc(CCNC(=O)Cn2c(C)c3cnn(-c4ccccc4)c(=O)c3c2C)cc1	-28%	-12%	.	-21%	.	-0.7%	.	5%	-8%
Cc1cccc(NC(=O)CC(C)S(=O)(=O)c2ccc3c(c2)NC(=O)CO3)c1C (stereo unspecified)	5%	.	1.4	-1%	1%	0.7%	i	-5%	-17%
O=S1(=O)CCN(C2CCCCCC2)CC1	-7%	3%	-1.6	-6%	.	0.2%	i	.	.
Cc1ccc2nc(Cl)c(C3CC(c4cccs4)=NN3S(C)(=O)=O)cc2c1 (stereo unspecified)	19%	19%	0.9	8%	3%	6.3%	i	-2%	-7%
CN1C(=O)C2(c3ccccc31)N(c1ccccc1)C(=O)CS2(=O)=O (stereo unspecified)	17%	0%	.	1%	.	0.1%	.	2%	7%
COC(=O)C1C(=O)NCC1c1ccccc1 (stereo unspecified)	2%	14%	-11	-7%	.	-0.7%	i	4%	12%
CCN(CC)c1nc2ccccc2nc1C(=O)Nc1ccc(C(C)=O)cc1	0%	1%	.	-21%	.	-0.6%	.	-2%	.
O=S(=O)(c1ccc(F)cc1)N1CCN=C1SCc1cccnc1	-5%	-7%	-8.8	0%	0%	2.6%	i	-5%	4%
O=c1cc(-c2ccccc2)n2c(SCc3ccc(Cl)cc3)nnc2[nH]1	1%	-1%	.	-6%	.	0.3%	.	13%	.
CCOC(=O)Nc1ccc(S(=O)(=O)Nn2cnnc2)cc1	-1%	6%	-3.1	4%	-5%	2.0%	i	-6%	-5%
O=C(NC(=O)N1CCN(c2ccc(F)cc2)CC1)c1ccccc1	0%	3%	0.0	8%	0%	-0.5%	i	2%	-18%
COc1cc(S(=O)(=O)N(C)C)ccc1Br	3%	19%	-1.0	4%	0%	-0.3%	i	5%	14%
Cc1oc2ncn(CC(C)C)c(=O)c2c1C(=O)NCCCN(C)Cc1ccccc1	-27%	-9%	.	-26%	.	2.8%	.	7%	17%
CC1CN(C(=S)SCC(=O)c2ccc(Cl)cc2)CC(C)O1 (stereo unspecified)	-3%	-34%[inhibitor]	1.1	-2%	-25%	3.9%	i	16%	?
CC(=O)OCC1OC(n2c3c(cc(C#N)c2=S)CCCC3)C(OC(C)=O)C(OC(C)=O)C1OC(C)=O (stereo unspecified)	-5%	-4%	0.0	-9%	.	0.1%	i	-4%	5%
CC(=O)c1ccc(-n2nncc2-c2ccc([N+](=O)[O-])cc2)cc1	-6%	-16%	2.3	-50%	1%	2.3%	i	14%	0%
CC1(C(=O)NS(=O)(=O)c2ccc(Br)cc2)CCN1C(=O)CC1CCCCC1 (stereo unspecified)	4%	-10%	0.2	-3%	.	0.0%	i	.	.
CCOc1cc(C=NN=C2c3ccccc3-c3ccccc32)ccc1O	?	-19%	-0.1	-58%	.	12%	i	-9%	1%
Cc1ccccc1-n1nnnc1SCC(=O)NCC1CCCO1 (stereo unspecified)	-9%	11%	-5.9	-2%	-1%	-0.6%	i	5%	4%
C=CCC[C@H](Cc1ccc(F)cc1)C(=O)OC[C@@H](C)NC(=O)[C@H](CC=C)CC(=O)NCCO	4%	13%	1.2	-2%	-2%	2.4%	i	2%	2%
COC(=O)c1ccccc1NC(=O)N(Cc1ccc(C)cc1)Cc1cccn1-c1nnc(N2CCCC2=O)s1	15%	-17%	.	-41%	.	3.9%	.	-8%	9%
O=C1CSC(c2nn(-c3ccccc3)cc2-c2cc3ccccc3oc2=O)N1Cc1ccco1 (stereo unspecified)	4%	-6%	-7.0	-48%	?	12%	i	-4%	-13%
O=C(Nc1ccccc1Br)C(Cc1ccccc1)NS(=O)(=O)c1cccc2nsnc12 (stereo unspecified)	-29%	9%	.	-3%	.	3.3%	.	-23%	?
CN[C@H]1C[C@H]2c3cc(Oc4ccccc4C)ccc3CCN2C(=O)[C@H]1[C@H](C)O	-26%	-8%	-2.2	-27%	.	0.7%	i	.	.
CC(C)c1c(C(=O)N/N=C/c2ccc(OCc3ccc(F)cc3)cc2)nnn1-c1nonc1N	4%	13%	-0.4	-30%	1%	0.1%	i	-3%	-17%
O=C(Nc1ccc(Cl)c([N+](=O)[O-])c1)ONC1=NCCCCC1	6%	-4%	-5.5	-15%	0%	2.5%	i	-1%	2%
CN(CCCC(=O)NCc1ccco1)S(=O)(=O)c1ccccc1	5%	-7%	-1.2	-9%	1%	-0.7%	i	0%	.
C=CCc1cc(Cl)ccc1OCCN1CC(C)OC(C)C1 (stereo unspecified)	-2%	-10%	-5.6	-5%	-2%	-0.2%	i	11%	?
CC(=O)Nc1ccc(NS(=O)(=O)c2ccc(C)cc2)c([N+](=O)[O-])c1	0%	-13%	-1.2	1%	1%	0.0%	i	-1%	-19%
CN1CCN(c2ccc(NC(=O)c3ccc4c(c3)OCCO4)cc2)CC1	-5%	-20%	-0.4	-23%	-1%	-1.7%	i	1%	?
COc1c(Cl)cc(Cl)cc1/C=C/C(=O)c1ccc(NC(=O)c2cccs2)cc1	?	12%	-0.7	-98%	-4%	?	i	?	?
CC(=O)Nc1ccc(NC(=O)C(C)Sc2nnc(-c3cccs3)o2)cc1 (stereo unspecified)	-5%	12%	0.1	6%	-1%	-0.2%	i	-3%	-2%
CCc1ccc(CNC(=O)C2CC(=O)N(CCc3ccc(C)cc3)C2)cc1 (stereo unspecified)	-22%	-13%	1.5	0%	3%	0.1%	i	-2%	?
